Screening data: PubChem, National Center for Advancing Translational Sciences (NCATS)
Vif-A3G inh – Vif-A3G binding inhibition. HeLa A3G-eYFP + Vif (tagged APOBEC3G with the HIV-1 protein that degrades it), YFP fluorescence, overnight. Q9HC16. Potency, µM (top dose mostly 46.1 µM), for the others: at the top dose activity, negative = active, actives largely listed as inhibitors. hit rate 0.076% among 410,000. AID 602310;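 further: potency means the concentration at half of the fitted maximal effect; on the % scale 0 is the no-effect control and ±100 the full control effect; nearly all actives have a fitted effect of over 60% in size; hits raise eYFP signal because A3G escapes Vif-driven loss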
Target sequence (Q9HC16 whole entry, looked up): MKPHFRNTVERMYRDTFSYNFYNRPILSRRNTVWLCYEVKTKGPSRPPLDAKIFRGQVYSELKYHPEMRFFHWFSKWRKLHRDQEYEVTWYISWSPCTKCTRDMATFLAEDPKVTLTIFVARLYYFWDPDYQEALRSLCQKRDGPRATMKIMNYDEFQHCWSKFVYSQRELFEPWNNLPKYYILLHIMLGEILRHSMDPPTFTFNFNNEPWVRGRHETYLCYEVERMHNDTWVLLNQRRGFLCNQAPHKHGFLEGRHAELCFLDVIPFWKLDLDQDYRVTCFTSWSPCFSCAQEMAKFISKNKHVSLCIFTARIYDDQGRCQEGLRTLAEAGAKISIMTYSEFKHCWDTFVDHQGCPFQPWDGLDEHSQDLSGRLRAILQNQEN
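HeLa cells stably expressing Vif and C-terminally eYFP-tagged A3G, seeded overnight at 37 deg C, then exposed to compound by pintool overnight at 37 deg C. Rise in yellow fluorescence (Ex 488/Em 500-530, Acumen) marks blocked Vif-driven A3G degradation.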
Vif-APOBEC3F blk – blocks the Vif interaction with APOBEC3F | hit rate 0.2% among 390,000 | Potency, µM (highest dose often 46.1 µM), for inactives: top-dose activity, negative = active | AID 602313 | HeLa A3F-eYFP + Vif (tagged APOBEC3F with the HIV-1 protein that degrades it), YFP fluorescence increase; further: potency means the concentration at half of the fitted maximal effect; % of control where 0% means no effect; nearly all actives have a fitted effect of over 65% in size
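HeLa cells stably expressing A3F-eYFP plus Vif, plated and incubated overnight at 37 deg C, then exposed to compounds overnight at 37 deg C. Blocked degradation read as raised yellow fluorescence (Ex 488/Em 500-530).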
Glioma ERSR ind – inducers of ER stress response in human glioma cells; U87-MG GRP78 promoter luciferase reporter, 16 h; Potency, µM, for the others: at the top dose activation, actives largely listed as activators; hit rate 0.02% among 420,000; AID 602332; further: potency means the concentration at half of the fitted maximal effect; series mostly up to about 76 µM; % of control where 0% means no effect; nearly all actives have a fitted effect of over 35% in size
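ERSR induction read as luciferase luminescence (Bright-Glo, 10 min at room temperature) in stably transfected human U87-MG glioma cells exposed to compounds for 16 h, using GRP78 as sensor.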
LDHA block – inhibitors of human lactate dehydrogenase A; hit rate 0.15% among 480,000; purified LDHA, NADH/diaphorase-resazurin fluorescence; hits give low values; activity change, % (values are at about 110 or 230 µM); AID 1347041; in the data active means activity change below about -30%; inconclusive means mostly about -25% to -30%;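 further: plate controls were DMSO wells for no effect and wells without enzyme for full effect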
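Remaining NADH was detected by diaphorase (0.133 mg/mL) converting 37 µM resazurin to fluorescent resorufin, read at 0 and 20 minutes. The preceding 5-minute room-temperature reaction used 2 nM LDHA, 0.2 mM sodium pyruvate and 0.06 mM NADH at pH 7.4.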
D1 antag – antagonists of human D1 dopamine receptor; P21728; HEK293 TREx D1 cells, calcium flux, dopamine EC80; hits give low values; activity change, negative = inhibition, % at 10 µM; hit rate 3.2% among 360,000; AID 504652; in the data active means activity change below about -30%; further: on the % scale 0 is the no-effect control and ±100 the full control effect
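Using tetracycline-induced force-coupled D1 Hek293 cells and a calcium dye, signals were followed for 180 s after compound, then for 180 s after EC80 dopamine, to detect inhibitors.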
D1 PAM – enhances dopamine response at the human D1 receptor; P21728; HEK293 TREx D1 cells, calcium flux, dopamine EC20 potentiation; hit rate 0.036% among 360,000; potentiation, % at 10 µM; in the data active means potentiation above about 30%; further: 0% is about no effect
D1 agonist – agonists of human D1 dopamine receptor. P21728. HEK293 T-REx D1 cells, calcium flux, agonist mode. activation, % at 2 µM. hit rate 1% among 360,000. AID 504660; in the data active means activation above about 30%; further: 0% is about no effect
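Inducible HEK293 T-REx D1 cells, force-coupled to calcium signalling, were plated at 4000 cells/well with tetracycline and held overnight at 30 C. After no-wash calcium dye loading, compound-evoked calcium rise over 180 s flagged agonists.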
D2 potentiator – positive allosteric modulators of human D2 dopamine receptor; P14416; HEK293 T-REx D2, calcium flux, EC20 dopamine potentiation; potentiation, % at 10 µM; hit rate 0.34% among 340,000;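 active means potentiation over 3 SD above the plate norm, cut at about 30% in these data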; further: 0% is about no effect
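Primary screen. Calcium kinetics in induced HEK293 T-REx D2 cells: compound pre-addition 180 s, EC20 dopamine, 180 s more.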
RXFP1 ag – RXFP1 (human) receptor agonism; HEK293T-RXFP1 cAMP TR-FRET, 30 min; response scale: percent of porcine relaxin response, buffer zero; Potency, µM (top dose mostly 57.5 µM), without a hit: at the highest dose activation, hits mostly activators; hit rate 0.3% among 370,000; further: potency means the concentration at half of the fitted maximal effect; on the % scale 0 is the no-effect control and ±100 the full control effect; nearly all actives have a fitted effect of over 60% in size; many of its hits are not listed in these tables
Target sequence (Q9HBX9 whole entry, looked up): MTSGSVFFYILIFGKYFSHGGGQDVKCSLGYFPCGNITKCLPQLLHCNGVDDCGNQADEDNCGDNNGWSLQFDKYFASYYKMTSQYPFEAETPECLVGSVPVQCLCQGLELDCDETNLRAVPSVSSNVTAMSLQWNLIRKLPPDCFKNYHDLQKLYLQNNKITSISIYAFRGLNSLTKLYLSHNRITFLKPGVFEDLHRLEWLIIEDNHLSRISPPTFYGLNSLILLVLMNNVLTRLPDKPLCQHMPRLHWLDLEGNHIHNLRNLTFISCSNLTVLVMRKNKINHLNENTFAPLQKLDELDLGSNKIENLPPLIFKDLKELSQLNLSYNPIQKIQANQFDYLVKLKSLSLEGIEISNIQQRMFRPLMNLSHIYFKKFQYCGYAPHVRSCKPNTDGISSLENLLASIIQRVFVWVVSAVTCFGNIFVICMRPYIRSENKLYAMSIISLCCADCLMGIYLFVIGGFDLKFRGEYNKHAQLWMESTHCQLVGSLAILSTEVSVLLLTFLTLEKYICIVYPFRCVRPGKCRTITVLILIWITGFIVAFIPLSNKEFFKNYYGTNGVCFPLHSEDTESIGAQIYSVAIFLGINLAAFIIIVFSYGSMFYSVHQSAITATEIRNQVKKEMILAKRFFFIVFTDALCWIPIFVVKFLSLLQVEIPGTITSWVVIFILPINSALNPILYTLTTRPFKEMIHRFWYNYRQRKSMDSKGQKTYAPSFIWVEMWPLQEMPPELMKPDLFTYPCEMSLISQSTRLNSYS
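Agonist response is measured as cAMP accumulation in an RXFP1-transfected HEK293T line under PDE4 inhibition. Values are scaled between buffer-only and 29 nM porcine relaxin, and EC50s come from standard Hill equation fits.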
Numbers without * were called inactive; ? = inconclusive; / = not tested or not shown; & = joins results of further samples. Unless noted, the call rests on the fitted dose curve; in most records, active means well fitted curve in the direction sought with a large enough effect; inconclusive means small, poorly fitted or top-dose-only effect, or another doubt; inactive means no such curve, though single readings can be large; an effect the other way counts as inactive or inconclusive. The list is partial, so the mix of outcomes need not match the whole.

Start of the listing, in advance:
SMILES	Vif-A3G inh	Vif-APOBEC3F blk	Glioma ERSR ind	LDHA block	D1 antag	D1 PAM	D1 agonist	D2 potentiator	RXFP1 ag
CC(=O)N(CCC(c1ccccc1)c1ccco1)Cc1cccs1 (stereo not given)	-12%	-2%	-1%	1	0	0	0	9	-1.0%
O=C1c2cccc3cccc(c23)C(=O)N1CCCN1CCN(c2ccc(F)cc2)CC1	-3%	-7%	2%	-7	4	-13	1	/	3.2%
COC(=O)C(NC(C)=O)(Nc1nc(C)cs1)C(F)(F)F (stereo not given)	-1%	-6%	-2%	-3	-4	1	4	-8	0.9%

Results, previewed entries included:
SMILES	Vif-A3G inh	Vif-APOBEC3F blk	Glioma ERSR ind	LDHA block	D1 antag	D1 PAM	D1 agonist	D2 potentiator	RXFP1 ag
CC(=O)N(CCC(c1ccccc1)c1ccco1)Cc1cccs1 (stereo not given)	-12%	-2%	-1%	1	0	0	0	9	-1.0%
O=C1c2cccc3cccc(c23)C(=O)N1CCCN1CCN(c2ccc(F)cc2)CC1	-3%	-7%	2%	-7	4	-13	1	/	3.2%
COC(=O)C(NC(C)=O)(Nc1nc(C)cs1)C(F)(F)F (stereo not given)	-1%	-6%	-2%	-3	-4	1	4	-8	0.9%
Cc1ccc(NC(=O)COc2cccc(C)c2C)cc1S(=O)(=O)N1CCCCCC1	0%	9%	-2%	-5	0	1	5	4	1.5%
Cc1ccnc(NC(=O)C23CC4CC(CC(C4)C2)C3)c1	0%	-17%	2%	-5	5	0	5	-2	0.1%
COc1ccc(-c2csc3ncnc(NCCCO)c23)cc1	0%	5%	-6%	-1	-1	-5	0	7	2.6%
O=C(CNC(=O)c1nc[nH]c1C(=O)N1CCc2ccccc2C1)OCc1ccccc1	-6%	6%	-4%	3	-20	3	-1	8	-1.4%
CCN1CCN(c2ccc(NC(=O)c3ccc4c(c3)OCO4)cc2)CC1	0%	-6%	-3%	-1	-12	-9	2	-7	-4.5%
O=C(COC(=O)/C=C/c1ccc([N+](=O)[O-])cc1)NCC1CCCO1 (stereo not given)	0%	-2%	-2%	-7	25	-1	5	8	3.7%
COc1ccc(NC(=O)N2CCN(c3ccc([N+](=O)[O-])cc3)CC2)cc1OC	0%	-1%	-3%	8	-18	-10	9	/	2.1%
C#CCN1C(=O)C(O)(CC(=O)/C=C/c2ccco2)c2ccccc21 (stereo not given)	-21%	1%	-6%	2	-16	3	6	10	-1.9%
CCc1ccccc1OCC(=O)Nc1cccc(S(=O)(=O)NC2=NCCC2)c1	-11%	0%	0%	-1	9	-3	0	-6	-1.2%
Cc1ccc(S(=O)(=O)N2CCC(C(=O)Nc3ccccc3N3CCCC3)CC2)c(C)c1	-8%	?	-1%	-1	0	-1	3	0	0.1%
O=C(NCCc1c[nH]c2ccccc12)c1ccc2c(c1)OCO2	-1%	?	2%	-8	-6	-2	1	-11	-2.3%
COC(=O)[C@]1(Cc2ccccc2)N[C@H](CN(C)C(=O)NC(C)C)[C@@H]2C(=O)N(C)C(=O)[C@@H]21	-3%	0%	0%	0	/	/	/	/	/
CCCS(=O)(=O)N1CCC(N2CCN(Cc3ccc(F)cc3)C(=O)C2=O)CC1	0%	1%	-5%	-1	4	0	-1	/	3.9%
CC(=O)Nc1ccc(S(=O)(=O)N2CC3(C)CC2CC(C)(C)C3)cc1 (stereo not given)	-8%	3%	-6%	1	-5	2	2	4	2.0%
C=CCN(c1cccc(C(F)(F)F)c1)S(=O)(=O)c1cccc(C(=O)OCC(=O)NC)c1	-1%	-9%	0%	4	-21	-1	1	-6	0.0%
COC(=O)c1ccc(CNC(=O)CCC(=O)N2CCOCC2)cc1	2%	-4%	-4%	-3	/	/	/	/	/
O=C1CCC([N+](=O)[O-])C(c2cc(Br)ccc2F)N1 (stereo not given)	-7%	1%	-1%	-5	-1	1	1	6	0.6%
COCCNC(=O)c1cc2oc3ccccc3c2n1C	1%	0%	5%	-14	0	-2	1	3	-0.8%
CCOC(=O)C1CCN(CC(=O)c2c(C)[nH]c3cc(C)ccc23)CC1	2%	7%	-2%	0	5	-5	4	-12	0.9%
Cn1cnc([N+](=O)[O-])c1Sc1ccccc1	2%	7%	2%	-5	2	-1	4	9	1.6%
O=C(CSc1ncccn1)NC1CCCc2ccccc21 (stereo not given)	3%	8%	-1%	-9	21	-8	-1	7	-1.3%
O=C(NCCO)/C(=C\c1ccc2c(c1)OCO2)NC(=O)c1ccc(Br)cc1	0%	-2%	-4%	-3	0	-3	1	8	2.0%
(further entries)
SMILES	Vif-A3G inh	Vif-APOBEC3F blk	Glioma ERSR ind	LDHA block	D1 antag	D1 PAM	D1 agonist	D2 potentiator	RXFP1 ag
CCOc1ccc(NC(=O)CC2C(=O)N(c3ccc(Cl)cc3)C(=O)N2Cc2cccs2)cc1 (stereo not given)	-8%	-7%	-3%	-16	-74*	-3	1	2	0.4%
CCOC(=O)c1cccc(NC(=O)CSc2nnc(COc3ccc(Cl)cc3)o2)c1	1%	-1%	-4%	-5	-13	0	6	2	16%
COc1ccc(Nc2cc(C)c3ccccc3n2)cc1	0%	1%	6%	-5&0	0	-8	7	-5	3.0%
CCC(C(=O)NC1C(=O)N2C(C(=O)O)=C(CSc3nnc(C)s3)CSC12)c1ccccc1 (stereo not given)	0%	-2%	-3%	-1	3	-8	0	11	0.8%
O=c1c2ccccc2c(-c2ccccc2)nn1Cc1ccccc1	3%	2%	-6%	-7	14	-3	1	7	-0.1%
Fc1cccc(/C=N/Nc2ncnc3nc[nH]c23)c1	-6%	-2%	-5%	6	-8	2	-1	5	-0.5%
Cc1ccc(NS(=O)(=O)c2ccc(NC(=O)[C@@H]3CCCC[C@@H]3C(=O)O)cc2)c(C)c1	-1%	5%	0%	-3	21	3	0	/	0.4%
CCOC(=O)Nc1ccc(S(=O)(=O)Nc2nccc(C)n2)cc1	1%	2%	-3%	0	2	2	0	-27	3.9%
CCOc1ccc(C(=O)NCC(=O)OCC(=O)Nc2ccccc2OCC)cc1	0%	-6%	-1%	-5	-15	-4	2	3	1.3%
Cc1cc(NC(=O)Nc2nc3c(s2)CCCCCC3)ccc1Br	0%	-3%	-2%	-4	2	-1	6	10	1.2%
O=C(COC(=O)c1ccc[nH]c1=O)NC1CC1	6%	-4%	-4%	-17	/	/	/	/	/
Cc1cccc(-c2noc(CCC(=O)Nc3ccccc3)n2)c1	0%	-2%	1%	-1	-22	-5	14	/	0.1%
CN(C(=O)c1cccc(NC(=O)Cc2ccc(NC(=O)C3CCN(S(=O)(=O)c4cccc([N+](=O)[O-])c4)CC3)cc2)c1)C1CCCCC1	-2%	-2%	-2%	-11	/	/	/	/	/
COc1cccc2c(=O)n(CC(=O)Nc3cccc(F)c3)ccc12	-1%	1%	-6%	-6	-3	-1	6	11	17%
CCOC(=O)CNC(=O)CSc1nnc(NC(=O)c2ccc(C)cc2)s1	0%	0%	-14%	-6	-29	-3	1	0	10%
Cc1ccc(C(=O)N/C(=C/c2ccco2)C(=O)OCN2C(=O)c3ccccc3C2=O)cc1	2%	-15%	-3%	-8	16	-2	1	0	2.9%
COc1ccc(/C=C(/NC(=O)c2ccc(Br)o2)C(=O)Nc2cccc(C(=O)O)c2)cc1	-5%	0%	-2%	-4	/	/	/	/	/
CC1CCN(C(=O)CCCOc2ccc(Cl)cc2)CC1	1%	-7%	13%	-7	-3	-6	1	-8	1.4%
COc1ccc(S(=O)(=O)N(C)C[C@H]2Oc3ccc(NC(=O)C4CC4)cc3C(=O)N([C@H](C)CO)C[C@@H]2C)cc1	-9%	1%	-4%	1	/	/	/	/	/
CCCCN1C[C@H](Cc2ccccc2)[C@@H](CC(=O)NC)C1=O	0%	0%	10%	-1	/	/	/	/	/
CC(C(=O)N(C)C1CCCCC1)N1CCC(C(N)=O)CC1 (stereo not given)	0%	-5%	-5%	-8	4	0	3	-1	-1.0%
COC(=O)c1ccc(C(NC(=O)OCc2ccccc2)/C(C)=C/[C@@H](C)C(=O)NCc2ccc(OC)c(OC)c2)cc1 (stereo not given in full)	-2%	2%	0%	6	32	-3	-2	0	0.8%
COC(=O)N[C@@H]1C[C@H]2[C@@H]3CC[C@H]4C[C@@H](OC)CC[C@]4(C)[C@H]3CC[C@@]12C	-10%	-26%	0%	1	4	7	5	/	0.7%
Cc1ccc(NC(=O)C(C)Sc2nc(-c3ccccc3)c(C#N)c(=O)[nH]2)c(C)c1 (stereo not given)	3%	-7%	-2%	3	-2	1	-1	15	?
CC(=O)Nc1ccc(/C=C(\C#N)C(=O)NC2CCCCC2C)cc1 (stereo not given)	-6%	-4%	-1%	-7	-12	1	3	-2	-0.5%
The listing continues.
SMILES	Vif-A3G inh	Vif-APOBEC3F blk	Glioma ERSR ind	LDHA block	D1 antag	D1 PAM	D1 agonist	D2 potentiator	RXFP1 ag
COc1ccc(CC(=O)Nc2sc3c(c2C(=O)Nc2ccccc2)CCCCC3)cc1	1%	-26%	5%	-12	-6	-1	1	/	0.4%
COc1cccc(-c2cc(C(=O)NC3CCCC3)no2)c1	-5%	1%	-3%	-1	-2	-1	5	4	-0.9%
Cc1ccc(-c2ccc(=O)n(CC(=O)N3CCN(c4cccc(C)c4)C(C)C3)n2)cc1 (stereo not given)	3%	6%	-2%	2	19	-1	2	-1	2.6%
CCOC=C1SC(=S)N(c2ccccc2OC)C1=O	1%	2%	-5%	-1	/	/	/	/	/
Cc1ccc(CCNC(=O)C2CCC(=O)N(Cc3cccc(F)c3)C2)cc1 (stereo not given)	0%	1%	0%	-4	15	0	6	2	-0.8%
CC1CCN(C(=O)c2[nH]cnc2C(=O)NC2CCN(C(=O)OC(C)(C)C)CC2)CC1	1%	1%	-2%	-12	0	1	0	/	-0.2%
CCOc1cccc(NC(=O)C(Cc2cccs2)c2nn[nH]n2)c1 (stereo not given)	-1%	-10%	0%	0	3	-3	2	-6	0.9%
CCOc1ccc2oc(C(=O)N3CCN(Cc4ccccc4)CC3)c(C)c2c1	5%	0%	-2%	-9	-26	-1	-2	-28	-0.2%
CC(C)c1ccc(NC(=O)CSc2nc3ccccc3nc2N2CCCC2)cc1	0%	1%	-1%	-4	-2	-1	5	-1	11%
COc1ccccc1CNC(=O)C1CC2Cn3c(nc4ccccc43)C2N1C (stereo not given)	3%	-3%	1%	-12	10	-5	2	8	-1.2%
